# High-throughput results as filed in PubChem.
# MCF10A rerep: A quantitative high throughput screen for small molecules that induce DNA re-replication in MCF 10a normal breast cells. MCF 10A DNA re-replication, Hoechst nuclear intensity, 48 h. Potency, µM (top dose mostly 46.1 µM), inactives show top-dose activity, positive = re-replication, usual class: activators. actives 2.9% (n = 350,000); also: % of control where 0% means no effect; nearly all actives have a fitted effect of over 50% in size
# ATXN2 expr inh: Primary qHTS for Inhibitors of ATXN expression | HEK-293 ATXN2-luciferase reporter, luminescence, 24 h | Potency, µM (top dose mostly 57 µM), for the others: at the highest dose activity change, negative = inhibition, hits mostly inhibitors | actives 0.72% (n = 360,000) | AID 1745845, 2022; also: % is scaled to controls: 0 for no effect and ±100 for the full control effect; nearly all actives have a fitted effect of over 55% in size
#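 ATXN2-luciferase reporter cells (luciferase flanked by upstream and downstream ATXN2 gene portions) were treated 24 h at 37 °C with compounds at up to 57 uM. SteadyGlo luminescence gave expression; GF-AFC fluorescence gave viability.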
# S2 tox: Viability Counterscreen for Primary qHTS for Inhibitors of ATXN expression. actives 0.49% (n = 400,000). AID 651635, 2014. Potency, µM (highest dose often 56.7 µM), most hits filed as cytotoxic. S2 cells (HEK-293 line with an ATXN2-luciferase reporter) viability, CellTiter-Fluor protease fluorescence, 24 h; also: nearly all actives have a fitted effect of over 40% in size
# Nrf2 activator: qHTS of Nrf2 Activators. AREc32 ARE-luciferase reporter (MCF7-derived line), luminescence, 24 h. Potency, µM (doses to about 46.1 µM), for inactives: at the top dose activation, hits mostly activators. actives 0.31% (n = 410,000). AID 624171, 2012; also: % of control where 0% means no effect; nearly all actives have a fitted effect of over 65% in size
#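 AREc32 cells carrying an ARE-driven firefly luciferase, 1000 cells/well in OPTI-MEM with 5% FBS, dosed after overnight attachment and incubated 24 hr at 37 deg C. Steady-Glo luminescence read after 30 min at RT.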
# A549 viability: Nrf2 qHTS screen for inhibitors: counterscreen for cytotoxicity; Potency, µM (titrated, usually from 46 µM), for the others: at the highest dose activity change, negative = cytotoxicity, actives largely listed as inhibitors; A549 ARE-Fluc cells, CellTiter-Fluor viability, 18-24 h; actives 0.16% (n = 390,000); also: % is scaled to controls: 0 for no effect and ±100 for the full control effect
#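 A549 ARE_Fluc cells in 5% FBS OPTI-MEM were exposed to compounds in concentration-response for 18-24 h at 37 deg C. Viability was read by CellTiter-Fluor fluorescence (Ex 405/Em 525) after 30 min, before the luciferase read.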
# TGFb SMAD3 inh: qHTS for Inhibitors of TGF-b. actives 1.2% (n = 410,000). AID 588855, 2011. HepG2 CAGA-GFP TGF-b/SMAD3 reporter, GFP fluorescence, 18 h; TGF-beta stimulated, 500 pg/mL final. Potency, µM (top dose mostly 46.1 µM), for the others: top-dose activity, negative = inhibition, most hits filed as inhibitors; also: % is scaled to controls: 0 for no effect and ±100 for the full control effect; nearly all actives have a fitted effect of over 65% in size
#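 HEPG2 CAGA-GFP cells (1000/well, DMEM with 1% FBS) were pre-incubated 2 h at 37 degrees C, given compound by pin tool, then stimulated with TGF-beta at 500 pg/mL final for 18 h before per-cell GFP fluorescence imaging.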
# HepG2 tox: qHTS for Inhibitors of TGF-b: Cytotox Counterscreen; HepG2 CAGA-GFP viability, ATP luminescence, 18 h; Potency, µM (titrated, usually from 46.1 µM), for inactives: at the top dose activity change, negative = cytotoxicity, most hits filed as cytotoxic; actives 0.76% (n = 410,000); also: some results filed as inactive show a strong effect at the top dose
#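 CellTiter-Glo luminescence gave cytotoxicity after 18 hours at 37 degrees C. The cells were HepG2 CAGA-GFP in 1% FBS DMEM, stimulated with 500 pg/mL TGF-beta after compound addition. %Activity was normalised to no-cell wells (complete cell-killing) and DMSO (no toxicity), and curves were fitted and classified.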
# Nrf2 inh: Nrf2 qHTS screen for inhibitors; A549 ARE-Fluc reporter, luciferase luminescence, 18-24 h; Potency, µM (doses to about 46 µM), inactives show top-dose activity change, negative = inhibition, usual class: inhibitors; actives 2.1% (n = 360,000); also: % is scaled to controls: 0 for no effect and ±100 for the full control effect; nearly all actives have a fitted effect of over 60% in size
#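 Two sequential reads on A549 ARE_Fluc cells exposed to compound for 18-24 h: a CellTiter-Fluor fluorescence read for viability, then a luciferase luminescence read for Nrf2/ARE activity.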
# EPAC2 antagonist: qHTS for Antagonist of cAMP-regulated guanine nucleotide exchange factor 2 (EPAC2): primary screen; Rap guanine nucleotide exchange factor 4 (Homo sapiens), Q8WZA2; EPAC2 GEF exchange of Rap1B-BODIPY-GDP, fluorescence; Potency, µM (doses to about 114 µM), for inactives: at the top dose activity, negative = inhibition, actives largely listed as inhibitors; actives 0.18% (n = 360,000); also: % is scaled to controls: 0 for no effect and ±100 for the full control effect; nearly all actives have a fitted effect of over 45% in size; many of its hits are not listed in these tables
# Target sequence (Q8WZA2 whole entry, looked up): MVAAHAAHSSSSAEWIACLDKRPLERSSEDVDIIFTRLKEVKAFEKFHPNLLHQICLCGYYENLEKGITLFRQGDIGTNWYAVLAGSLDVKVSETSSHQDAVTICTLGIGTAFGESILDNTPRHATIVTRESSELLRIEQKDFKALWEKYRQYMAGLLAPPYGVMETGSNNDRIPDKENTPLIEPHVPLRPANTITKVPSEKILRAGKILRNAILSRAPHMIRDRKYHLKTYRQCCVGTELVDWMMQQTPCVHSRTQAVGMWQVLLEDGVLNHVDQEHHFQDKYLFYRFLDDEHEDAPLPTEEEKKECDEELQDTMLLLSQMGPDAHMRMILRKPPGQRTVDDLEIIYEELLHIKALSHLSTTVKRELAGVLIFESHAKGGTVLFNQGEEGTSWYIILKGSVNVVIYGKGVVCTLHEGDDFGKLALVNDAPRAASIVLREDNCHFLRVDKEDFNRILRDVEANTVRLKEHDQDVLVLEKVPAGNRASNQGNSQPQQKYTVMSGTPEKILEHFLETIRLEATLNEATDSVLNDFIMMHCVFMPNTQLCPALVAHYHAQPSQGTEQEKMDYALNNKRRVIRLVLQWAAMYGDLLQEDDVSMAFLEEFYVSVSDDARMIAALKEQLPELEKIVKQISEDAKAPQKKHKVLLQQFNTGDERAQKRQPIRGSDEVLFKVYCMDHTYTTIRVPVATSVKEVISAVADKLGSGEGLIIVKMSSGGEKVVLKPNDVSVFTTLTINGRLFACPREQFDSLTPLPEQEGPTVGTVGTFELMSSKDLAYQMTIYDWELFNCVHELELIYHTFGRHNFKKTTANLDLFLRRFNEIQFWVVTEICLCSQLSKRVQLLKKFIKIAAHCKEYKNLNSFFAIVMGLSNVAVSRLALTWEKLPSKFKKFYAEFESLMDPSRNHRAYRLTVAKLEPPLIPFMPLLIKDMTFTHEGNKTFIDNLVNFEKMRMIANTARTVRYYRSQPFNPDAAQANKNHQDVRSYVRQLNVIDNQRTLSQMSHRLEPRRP
# * hit, by the source's call; i = inactive; ? = inconclusive; . = no result given; [ ] = dose if it differs, or a comment. Calls follow the shape of the dose curve; as a rule, active = well fitted curve in the direction sought with a large enough effect; inconclusive = small, poorly fitted or top-dose-only effect, or another doubt; inactive = no such curve, though single readings can be large; an effect the other way counts as inactive or inconclusive. Potency is read from the fitted curve at half-maximal effect.
molecule	A549 viability	Nrf2 inh	S2 tox	EPAC2 antagonist	ATXN2 expr inh	Nrf2 activator	HepG2 tox	TGFb SMAD3 inh	MCF10A rerep
CCCCN1C(=O)/C(=c2\sc3nc(=O)c(-c4ccccc4)nn3c2=O)c2ccccc21	-6%	9%	i	0%	2%	4.3%	7%	-3%	12%
Cc1ccc(SCC2CNc3nc4ccccc4c(=O)n32)c(C)c1 (stereo not drawn)	-1%	.	?	7%	24%	0.2%	1%	-5%	0%
CCN(CC(=O)NCc1cccs1)S(=O)(=O)c1cccc(C(C)=O)c1	1%	17%	i	5%	13%	0.0%	3%	-2%	-2%
Cc1ccccc1C(=O)Nc1ccnn1C1CCN(C(=O)C2CCOC2)CC1 (stereo not drawn)	17%	-3%	?	0%	-13%	-0.9%	-10%	-29%	1%
COc1ccc(-c2c(S(=O)(=O)c3ccccc3)cnn2-c2ccccc2)cc1	2%	?	i	2%	5%	4.8%	-12%	-5%	-184%[0.0737 µM]
CCN(CCn1cccn1)C(=O)c1cc(COc2ccc(F)c(F)c2)on1	0%	?	i	1%	30%	-0.7%	-6%	-2%	11%
O=C(NNC(=O)c1ccc([N+](=O)[O-])cc1)c1ccc(NS(=O)(=O)c2cccs2)cc1	0%	-17%	i	1%	-9%	-0.1%	9%	-1%	7%
COc1cc(C2C(C(C)=O)=C(O)C(=O)N2CCN(C)C)ccc1O (stereo not drawn)	-12%	-13%	i	8%	-6%	0.7%	-6%	?	0%
CCCn1c(=O)n(-c2ccccc2Cl)c(=O)c2sc3ccccc3c21	-2%	7%	?	.	4%	-1.1%	-1%	-9%	.
Cc1cccc(OCC(=O)Nc2ccc(S(=O)(=O)Nc3ccccn3)cc2)c1	-1%	15%	i	1%	0%	0.0%[9.22 µM]	-3%	-7%	-9%
CC(C)(C)c1ccc(OC(=O)c2ccc3nsnc3c2)cc1	-9%[1.84 µM]	8%	i	-9%	7%	-0.5%	0%	1%	0%
Cc1ccc(/C=N/Nc2ccc(C(=O)O)cc2)s1	1%	?	i	-25%	0.95µM*	-2.5%	-57%	-7%	-1%
CCN(CC)CCNC(=O)c1ccc(NC(=O)c2ccc(F)cc2)cc1	0%	4%	i	-2%	.	-0.3%	-38%	-11%	20%
Cn1c(SCC(=O)O)nc2sc3c(c2c1=O)CCC3	1%	-1%	i	0%	.	0.0%	-5%	-4%	-6%
O=C1N=c2ccccc2=C1c1sc(Nc2cccc(O)c2)nc1O	-4%	3%	i	-18%	.	?	-20%	?	-1%
CCOC(=O)CSc1cc(CS(=O)c2ccc(Cl)cc2)nc(-c2ccccc2)n1 (stereo not drawn)	0%	.	i	-16%	-7%	-0.7%	2%	5%	?
CCn1c(SCc2c(F)cccc2Cl)nnc1-c1ccco1	-5%	-2%	i	-6%	13%	0.7%	0%	11%	17%
COC(=O)c1c(NC(=O)CSc2nccn2C)sc(C)c1C	-3%	-2%	i	-1%	-9%	0.7%	-18%	0%	8%
CC1CCC(=NO)C(=NO)C1 (stereo not drawn)	-3%	-9%	?	14%	-7%	2.1%	-42%	?	7%
Cn1cc(-c2cc3n(n2)CCC(=O)N3CCCC(=O)NCc2ccc(Cl)cc2)c2ccccc21	-9%	.	?	.	?	0.3%	-76%	?	.
CC(=O)NC(c1ccccc1)c1nc(-c2ccc(F)c(Cl)c2)cs1 (stereo not drawn)	.	.	i	-17%	-7%	5.9%	-11%	6%	.
CCOc1ccc(NC(=O)Nc2ccc(Br)cn2)cc1	-1%	?	i	31%[activator]	24%	3.7%	2%	13%	0%
Cc1cc(=O)n(C)c2ccc(S(=O)(=O)N3CCOCC3)cc12	-2%	-17%	i	-4%	.	-0.7%	7%	12%	4%
COc1ccc(OC)c(CNc2ccc([N+](=O)[O-])cc2C)c1	-13%	-21%	i	-14%	-14%	0.9%	7%	?	-9%
Cc1onc(-c2ccccc2Cl)c1C(=O)N1CCN(C)CC1	10%	11%	i	0%	10%	-0.8%	-5%	3%	-2%
CCCCN(C(C)=O)c1c(N)n(CCC)c(=O)n(CC(=O)Nc2cc(Cl)cc(Cl)c2)c1=O	-1%	-13%	i	2%	16%	3.6%	8%	-15%	-1%
NS(=O)(=O)c1ccc(CCNC(=O)c2ccc(=O)[nH]c2)cc1	-9%	11%	i	6%	1%	-0.1%	-4%	-4%	-1%
Cc1cc2ccccc2n1CCNC(=O)COc1ccc2ccccc2c1	5%	?	i	-14%	0%	0.4%	-23%	?	17%
Cc1ccc(CNC(=O)CN(C)S(=O)(=O)c2ccc3c(c2)n(C)c(=O)c(=O)n3C)cc1	9%	8%	i	-4%	-5%	-0.2%	1%	2%	-2%
Cc1ccc2c(Sc3ccccc3)c(C(=O)NCc3ccccc3F)[nH]c2c1	0%	0%	i	.	-7%	0.0%	0%	4%	.

# 2 entries drawn at random from the list so far:
molecule	A549 viability	Nrf2 inh	S2 tox	EPAC2 antagonist	ATXN2 expr inh	Nrf2 activator	HepG2 tox	TGFb SMAD3 inh	MCF10A rerep
CCCn1c(=O)n(-c2ccccc2Cl)c(=O)c2sc3ccccc3c21	-2%	7%	?	.	4%	-1.1%	-1%	-9%	.
CC(=O)NC(c1ccccc1)c1nc(-c2ccc(F)c(Cl)c2)cs1 (stereo not drawn)	.	.	i	-17%	-7%	5.9%	-11%	6%	.

# Following part
molecule	A549 viability	Nrf2 inh	S2 tox	EPAC2 antagonist	ATXN2 expr inh	Nrf2 activator	HepG2 tox	TGFb SMAD3 inh	MCF10A rerep
CCOc1ccc(NC(=S)N(CCc2c(C)[nH]c3ccccc23)Cc2cccnc2)cc1	1%	-2%	?	5%	-13%	4.5%	-16%	-15%	1%
COc1ccc(OCC(=O)NNC(=O)c2cccnc2)cc1	0%	10%	?	-2%	-33%	-0.2%	2%	-3%	0%
CCOC(=O)[C@@H]1[C@H]2COc3cc(OC)ccc3[C@@H]2N2C(=O)N(c3ccc(F)cc3)C(=O)[C@]12C	-1%	-10%	i	-11%	-9%	-0.1%	-103%	-13%	-2%
CN(C(=O)c1cccc(NC(=O)Cc2cccc(NC(=O)C3CCN(C(=O)C4CCC4)CC3)c2)c1)C1CC1	-4%	-1%	i	16%	-4%	-0.9%	-2%	-15%	?
CCCCNC(=O)CS(=O)Cc1nc(-c2cccs2)oc1C (stereo not drawn)	0%	-23%	i	13%	2%	-0.3%	3%	4%	3%
CN1Cc2sc(N)c(C#N)c2CC1(C)C	-12%	18%	i	-1%	-5%	3.2%	-10%	52%[activator]	-7%
CS(=O)(=O)c1ccc(Cl)c(C(=O)OCC(=O)NC2CCCCCCC2)c1	0%	6%	i	1%	6%	-3.3%	3%	4%	2%
Cc1cc(C)c2sc(N(Cc3cccnc3)C(=O)CCS(=O)(=O)c3ccccc3)nc2c1	-4%	.	.	.	.	7.1%	7.1µM*	2.5µM*	.
Cc1ccc(C(=O)C2=C(O)C(=O)N(Cc3cccnc3)C2c2cccc([N+](=O)[O-])c2)o1 (stereo not drawn)	-24%	-13%	i	8%	-3%	-0.7%	-1%	7%	-1%
O=C(COc1ccc(Br)cc1CNC1CCCCC1)NCCc1ccccc1	-3%	-17%	?	-8%	-39%	2.6%	-49%	?	13%
Cc1ccc(OCC(=O)N2CCN(C(=O)c3ccc([N+](=O)[O-])cc3)CC2)cc1	9%	-4%	i	-4%	.	4.6%	-5%	?	-5%
CCC(C)N1C(=O)CN(C2CCCCCC2)C(=O)C1c1ccccc1F (stereo not drawn)	-1%	13%	?	-6%	4%	-0.2%	3%	-2%	-6%
Cc1nnc(SCC(=O)NC2CCCCC2)[nH]c1=O	1%	19%	i	-6%	8%	0.0%	-3%	-5%	-2%
Cc1ccc(-c2cnc3c(c2)C(=O)N([C@H](C)CO)C[C@H](C)[C@@H](CN(C)Cc2ccccc2F)O3)cc1	.	.	?	-14%	-29%	-1.2%	-33%	-2%	.
O=C(CN(CC1CCCO1)C(=O)CCC(=O)Nc1nccs1)NCc1ccc2c(c1)OCO2 (stereo not drawn)	-2%	1%	?	2%	-2%	0.2%	7%	15%	-3%
COc1ccc(C(=O)CN2CCN(S(=O)(=O)c3ccc(C(C)C)cc3)CC2)cc1	3%	.	i	.	-15%	4.2%	-32%	?	.
CC(C)c1ccc(NC2CCCN(C(=O)CCN3Cc4ccccc4C3=O)C2)cc1 (stereo not drawn)	1%	11%	i	-5%	5%	-0.2%	-8%	-9%	8%
C=CCc1ccccc1Oc1cc(OC)nc(N)n1	4%	2%	i	-14%	-2%	-0.6%	0%	-2%	3%
COc1cc(N)c(Cl)cc1C(=O)OCC(=O)c1ccc2c(c1)NC(=O)CO2	-3%	?	i	-7%	-7%	0.8%	0%	20%	8%
Cc1ccc(Nc2c(-c3ccccc3O)nc3ncccn23)cc1	0%	5%	i	-2%	-12%	4.2%	-23%	0%	17%
COc1ccc(/C=N/N2C(=N)SCC2=O)cc1	0%	14%	i	16%	16%	-0.3%	12%	9%	13%
Cn1ccnc1C(=O)c1cc(SCC(=O)NCc2ccccc2)nc2ccccc12	5%	2%	?	4%	-37%	0.0%	4%	-3%	15µM*
CCOc1ccc(CCNC(=O)C2CCN(c3ccc(N4CCOCC4)nn3)CC2)cc1OCC	19%	7%	i	8%	1%	-0.5%	-17%	-1%	-1%
COc1ccc(CC(=O)Nc2nccs2)cc1OC	-7%	-30%	i	14%	6%	-0.5%	3%	5%	?

# Only TGFb SMAD3 inh and EPAC2 antagonist, for two of the compounds above:
Structure,TGFb SMAD3 inh,EPAC2 antagonist
CS(=O)(=O)c1ccc(Cl)c(C(=O)OCC(=O)NC2CCCCCCC2)c1,4%,1%
Cc1nnc(SCC(=O)NC2CCCCC2)[nH]c1=O,-5%,-6%

# Some of the compounds tested, so the mix of outcomes need not match the whole.
